# Diaph act CS = activates diaphorase or chemically reduces, flagging diaphorase assay artifacts; Diaphorase/resazurin coupled assay, resorufin fluorescence, 16 min; active compounds read high; 1 = vehicle wells, 0 = NADH-free wells; activation factor at 20 µM; 0.005% of 190,000 active;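 active = diaphorase activity raised at least twofold by the compound at 20 µM; inactive = activation factor below 2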
#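 Test system: Clostridium kluyveri diaphorase, purified enzyme; input: enzyme 0.07 U/mL final; buffer or medium: 50 mM HEPES pH 7.4 with 4.542 mM MgCl2, 0.005% Tween 20; also added: 0.114 mM NADH and 0.1 mM resazurin, final amounts; schedule: 16 min enzyme reaction, ambient temperature; technique: fluorescence of resorufin, 544 nm excitation, 590 nm emission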
# L major viab = inhibitors of Leishmania major promastigote growth | Leishmania major promastigotes, resazurin fluorescence viability | inhibition, % at 10 µM | 9% of 200,000 active | AID 1063; in the data active = inhibition above about 50%;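 also: promastigotes grown with compound for 44 hours at 28 °C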
# PMI act hi M6P = increases human PMI activity with near-saturating mannose 6-phosphate; P34949; activation factor at 20 µM; AID 1216; 0.34% of 190,000 active; coupled PMI enzyme assay, resazurin fluorescence, 20 min; active compounds read high; 1 = untreated enzyme, 0 = substrate-free blank;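 active = activation factor of 2 or more at 20 µM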
# Target sequence (P34949 whole entry, looked up): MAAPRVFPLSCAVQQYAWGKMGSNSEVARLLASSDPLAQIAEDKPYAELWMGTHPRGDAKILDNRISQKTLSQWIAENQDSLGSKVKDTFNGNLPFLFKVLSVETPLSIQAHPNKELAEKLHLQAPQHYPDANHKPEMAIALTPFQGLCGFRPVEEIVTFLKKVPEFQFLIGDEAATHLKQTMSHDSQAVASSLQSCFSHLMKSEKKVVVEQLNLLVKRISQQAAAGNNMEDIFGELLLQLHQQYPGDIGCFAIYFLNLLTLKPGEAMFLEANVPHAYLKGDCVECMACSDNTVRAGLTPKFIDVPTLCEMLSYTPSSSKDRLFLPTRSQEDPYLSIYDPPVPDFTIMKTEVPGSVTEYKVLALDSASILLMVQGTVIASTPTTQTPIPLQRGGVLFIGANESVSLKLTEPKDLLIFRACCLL
#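 Material: human phosphomannose isomerase with PGI, G6PDH, diaphorase coupling enzymes. Quantity: 15 ng/mL PMI. Medium: HEPES pH 7.4 buffer with MgCl2 and Tween-20. Reagent: Near-saturating mannose-6-phosphate, 1.0 mM. Compound: 20 µM single dose. Times: enzyme reaction with compound 20 min at room temperature. Detection: resorufin fluorescence at Ex 544/Em 590 nm.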
# bIAP inhibitor = blocks bovine intestinal alkaline phosphatase activity; 190,000 tested, under 10 active; AID 1019; purified bovine IAP, CDP-star luminescence, 30 min; inhibition, % at 20 µM;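 active = over 50% inhibition of intestinal alkaline phosphatase at 20 µM in the single-dose screen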
#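 System: purified bovine intestinal alkaline phosphatase (IAP) enzyme; Input: IAP diluted 1/65,000,000 in the well; Measured by: CDP-star luminescence signal; Compound dosing: 20 µM single dose; Incubation: 30 min reaction at room temperature.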
# Diaph inh CS = inhibits diaphorase or chemically oxidizes, flagging diaphorase assay artifacts | inhibition, % at 20 µM | AID 1217 | diaphorase resazurin-to-resorufin fluorescence, NADH, 16 min; bacterial (C. kluyveri) enzyme, not human | 0.69% of 190,000 active;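 active = primary screen inhibition at 20 µM above a set limit, cut at about 50% in these data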;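 also: plate controls were DMSO with full reaction for no effect and wells lacking NADH for full effect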
#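 Test system: bacterial diaphorase enzyme (C. kluyveri); Quantity: 0.14 U/mL diaphorase, enzyme working solution; Times: reaction incubation of 16 min at room temperature; Measured by: fluorescence of resorufin formed from resazurin, Ex 544/Em 590 nm; Benchmarks: positive control minus NADH, DMSO neutral control.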
# TNAP inh noacc = TNAP (human) inhibition, acceptor-free conditions; P05186; purified TNAP, CDP-star luminescence, 30 min; inhibition, % at 20 µM; 0.26% of 200,000 active;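 active = tissue-nonspecific alkaline phosphatase inhibition above about 50% at 20 µM in the single-dose screen, limit read from the data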;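 also: 0% = DMSO negative control and 100% = EDTA positive control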
# Target sequence (P05186 whole entry, looked up): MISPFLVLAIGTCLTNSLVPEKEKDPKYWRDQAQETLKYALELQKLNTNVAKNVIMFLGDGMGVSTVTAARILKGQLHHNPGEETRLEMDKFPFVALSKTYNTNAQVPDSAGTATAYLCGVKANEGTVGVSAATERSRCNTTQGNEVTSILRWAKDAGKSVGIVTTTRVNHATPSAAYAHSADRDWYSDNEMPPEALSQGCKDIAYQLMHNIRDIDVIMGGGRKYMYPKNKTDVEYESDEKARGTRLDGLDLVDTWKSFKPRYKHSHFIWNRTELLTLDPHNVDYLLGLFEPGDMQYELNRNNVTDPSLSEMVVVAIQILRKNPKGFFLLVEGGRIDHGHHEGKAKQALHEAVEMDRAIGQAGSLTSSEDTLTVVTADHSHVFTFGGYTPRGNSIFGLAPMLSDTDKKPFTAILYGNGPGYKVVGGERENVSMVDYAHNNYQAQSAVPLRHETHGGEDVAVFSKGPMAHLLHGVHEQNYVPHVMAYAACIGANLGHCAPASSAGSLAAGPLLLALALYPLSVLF
# TNAP act hi DEA = increases human TNAP activity under high phosphate acceptor concentration | purified TNAP, CDP-star luminescence, 1 M DEA, 30 min; active compounds read high; 0 = EDTA background, 1 = DMSO-only activity | AID 1136 | activation factor at 20 µM | 200,000 tested, under 10 active;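 active = activation factor at least 2 at 20 µM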
#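 Test system – human TNAP · Doses – 20 µM single point · Incubation – 30 min, room temperature · Signal – luminescent substrate turnover signal · Read-out basis – activation factor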
# TNAP inh hi DEA = inhibitors of human TNAP at high phosphate acceptor concentration | purified TNAP, CDP-star luminescence, 1 M DEA | inhibition, % at 20 µM | 0.03% of 200,000 active | AID 1135;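 active = over 50% inhibition of tissue-nonspecific alkaline phosphatase at 20 µM in the single-dose screen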;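 also: plate controls were DMSO wells for no effect and EDTA-quenched wells as full inhibition for full effect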
# bIAP activator = intestinal alkaline phosphatase (bovine) activation | activation factor at 20 µM | purified bovine IAP, CDP-star luminescence, 30 min; active compounds read high; fold of DMSO-control signal, blank-subtracted | AID 1016 | 0.17% of 200,000 active;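 active = activation factor of 2 or more at 20 µM, a signal rise over negative controls twice the positive control's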
# PMI act = increases human mannose-6-phosphate isomerase activity | P34949 | purified human PMI, coupled resazurin fluorescence, 20 min; active compounds read high; 1 = vehicle control, 0 substrate-free wells | activation factor at 20 µM | 0.005% of 190,000 active;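 active = activation factor of 2 or more at 20 µM, relative to plate controls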
# * marks the source's active call; other numbers are inactive results; . = no result given.
# Screens in order – TNAP inh noacc	PMI act	TNAP act hi DEA	Diaph act CS	bIAP inhibitor	L major viab	Diaph inh CS	TNAP inh hi DEA	bIAP activator	PMI act hi M6P
Cc1ccc2cc3c(nc2c1)N(c1ccccc1)CC3
→ -11	0.9	1	0.8	-2	-3	18	-2	1	0.8
CN(c1cccc(NC(=O)CN(c2ccc(C34CC5CC(CC(C5)C3)C4)cc2)S(C)(=O)=O)c1)S(C)(=O)=O
→ -4	0.8	1.1	0.7	-13	90*	30	-6	1.1	0.8
O=C(c1ccco1)N1CCN(S(=O)(=O)c2ccc(S(=O)(=O)NC3CCCC3)cc2)CC1
→ -6	1.1	1	0.9	2	-4	6	-2	1	1
O=C(COc1ccc([N+](=O)[O-])cc1)NN=C1CCCC1
→ -6	1	1	1	14	-4	1	-2	0.9	1
CCOc1cc(C=C(C(=O)OC)C(=O)OC)ccc1OCc1ccc([N+](=O)[O-])cc1
→ 8	0.8	1	0.8	8	33	20	-1	0.9	0.8
CC(=O)n1cc([C@H]2C=C(C(=O)N3CCN(Cc4ccccc4)CC3)O[C@@H](OCc3ccc(CO)cc3)C2)c2ccccc21
→ -3	1	1	0.5	-14	31	52*	-2	1.1	0.8
COC(=O)c1ccc(C)c(NC(=O)CN(c2ccccc2)S(=O)(=O)N(C)C)c1
→ -16	1	1	1	2	3	3	-1	1	1
CCOC(=O)N1CCC(N(CCN(C)C)C(=S)Nc2ccccc2C)CC1
→ -9	0.9	1	0.9	20	-6	11	-2	0.8	1
CCc1cc(C(=O)c2ccccc2OC)c(N)s1
→ -8	1	1	0.9	17	18	11	-5	0.8	1
CCN(CC)c1nc(=S)nc(NC(C)(C)C)[nH]1
→ 3	1.1	0.9	1	2	95*	4	10	1	1.1
O=C(CSc1cccc[n+]1[O-])Nc1ccc(C(F)(F)F)cc1[N+](=O)[O-]
→ -5	1	1	1	4	-4	3	-5	1	1.1
CCN(CC)c1ccc(NC(=O)c2ccc3c(c2)c(C)c(C)n3C)cc1
→ 4	0.8	1	0.9	-3	45	13	4	1	0.6
CCOCCc1nnc(NC(=O)C(CC)c2ccccc2)s1 (centres undefined)
→ -18	1	1	0.9	11	4	14	-2	0.9	1
CCN(CC)c1ccc(C2C(C(=O)OCCOC)=C(C)NC3=C2C(=O)CCC3)cc1 (centres undefined)
→ -4	1	1	0.9	-1	7	6	5	1	1
O=S(=O)(Nc1nc2ccccc2nc1NCc1ccco1)c1ccccc1
→ -16	1	1.1	0.9	10	2	6	-5	0.9	1.1

# Copied from the entries so far for reference:
# Screens in order – TNAP inh noacc	PMI act	TNAP act hi DEA	Diaph act CS	bIAP inhibitor	L major viab	Diaph inh CS	TNAP inh hi DEA	bIAP activator	PMI act hi M6P
Cc1ccc2cc3c(nc2c1)N(c1ccccc1)CC3
→ -11	0.9	1	0.8	-2	-3	18	-2	1	0.8
CN(c1cccc(NC(=O)CN(c2ccc(C34CC5CC(CC(C5)C3)C4)cc2)S(C)(=O)=O)c1)S(C)(=O)=O
→ -4	0.8	1.1	0.7	-13	90*	30	-6	1.1	0.8
O=C(c1ccco1)N1CCN(S(=O)(=O)c2ccc(S(=O)(=O)NC3CCCC3)cc2)CC1
→ -6	1.1	1	0.9	2	-4	6	-2	1	1

# Further entries follow:
# Screens in order – TNAP inh noacc	PMI act	TNAP act hi DEA	Diaph act CS	bIAP inhibitor	L major viab	Diaph inh CS	TNAP inh hi DEA	bIAP activator	PMI act hi M6P
Cc1ccc(NC(=O)c2ccccc2OCc2ccc([N+](=O)[O-])cc2)nc1
→ -12	1	1	0.9	6	-8	7	-4	0.9	1.1
CCCC(=O)Nc1cccc(-c2nc3ccccc3c(=O)o2)c1
→ -6	0.9	1	0.8	9	-5	15	-5	0.9	1
O=C(Nc1nc(SCc2ccc(F)cc2)ns1)c1ccco1
→ -8	1	1	0.8	-9	-9	17	0	1.1	1.1
C/C(=N\NC(=O)Cc1cccn1C)c1cccs1
→ -5	1	1	0.8	6	1	19	-5	0.9	0.9
CCCCNc1c(N2CCN(C(=O)OCC)CC2)c(=O)c1=O
→ -14	0.8	1	0.8	8	-6	20	-1	0.9	0.8
CC(/C=C/c1ccccc1)=N/NC(=O)c1cccc(Br)c1
→ -3	0.9	1	0.9	7	72*	7	-2	0.9	0.9
CCOc1ccc(OCC)c(S(=O)(=O)NCc2ccc3c(c2)OCO3)c1
→ -14	0.9	1	0.8	7	3	22	-1	0.9	0.9
S=C(Nc1ccccc1)N(Cc1ccccc1)Cc1ccncc1
→ -6	0.9	1	0.9	-4	12	13	-4	1	1
CC(=O)Nc1c(C(=O)N2CCCCCC2)cnn1-c1ccccc1Cl
→ -6	1.1	1	1	4	-7	-4	-2	1	1
Cc1ccccc1NC(=O)c1cc(N)ccc1N1CCCCC1
→ -2	0.8	1	0.9	-6	6	14	-1	1.1	0.9
COCCOc1cc(N)c(Cl)cc1Cl
→ -3	1	1	1	-7	9	-2	0	1.1	1.1
CN(C)S(=O)(=O)Nc1ccc(NS(=O)(=O)N(C)C)c(S(=O)(=O)c2ccccc2)c1
→ -2	1	1.1	0.8	-1	-5	20	-7	1	0.9
COc1ccccc1C/C(N)=N/O
→ -8	1	1	0.9	-21	-5	10	-2	1.2	1
Cc1cccc(OCCC(=O)N(C)CC(=O)Nc2cccc3ccccc23)c1
→ -19	0.8	1	0.9	9	2	9	-1	0.9	0.9
N/C(=N\OC(=O)c1ccco1)c1ccc(Cl)cc1
→ -5	1	1.1	0.9	7	-1	15	-6	0.9	0.9
O=C(CSc1ncn[nH]1)Nc1nc(-c2ccccc2)ns1
→ 76*	0.9	1	1	-16	0	3	-3	1.2	1
Cc1nc(Oc2ccc(S(=O)(=O)N3CCOCC3)cc2Cl)c2c3c(sc2n1)CCCC3
→ 14	0.9	1.1	0.8	-1	23	19	-12	1	1
COc1ccc(/C=C/c2ccncc2)cc1OC
→ -13	1	1	1	-12	31	-1	-3	1.1	1
COc1ccc2nc(N3CCC(C)CC3)c(C#N)cc2c1
→ -37	0.8	1.1	0.7	-25	-1	28	-7	1.3	1.1
Cn1c(=O)c2c(nc(N3CCCCCC3)n2CC(=O)c2ccccc2)n(C)c1=O
→ -11	0.9	1	0.8	1	-1	24	-4	1	1
COc1ccc2c(c1)CC/C2=N\OC(=O)c1cccc(C)c1
→ -10	1	1.1	0.8	2	1	16	-9	1	1
CCC(=O)NCCc1nc2cc(NC(=O)c3ccccc3OC)ccc2n1C
→ -6	0.9	1	0.9	0	4	11	-2	1	0.9
Cc1nc2ccc(S(=O)(=O)N(C)CC(=O)N3CCc4ccccc4C3)cc2s1
→ -8	1	1	1.1	-2	-3	-9	-2	1	1.1
Cc1ccccc1Nc1nc(-c2sc(NC(=O)c3ccccc3)nc2C)cs1
→ -5	0.8	1	0.9	5	49	12	1	1	1
O=C(Cc1ccccc1)Nc1ccc(SC(F)F)cc1
→ 1	0.8	1	0.9	3	4	7	1	1	1
COCCn1c(Cc2ccccc2)nnc1SCC(=O)N(C)C
→ -16	1.1	1.1	0.9	11	1	7	-6	0.9	1.1
C=CCN=C(CC)C1=C(O)CCCC1=O
→ -9	0.9	1	0.9	1	-4	10	-3	1	0.9
CCn1c(=N)c(C(=O)NCCCOC)cc2c(=O)n3cccc(C)c3nc21
→ -8	1	1	1.2	-8	28	-22	-4	1.1	1
C=CCC1(O)C(=O)Nc2ccccc21 (centres undefined)
→ -10	1	1	1	2	-7	1	-1	1	1
CCN(C(=O)CN1CCN(c2ccccc2F)CC1)c1c(N)n(Cc2ccccc2)c(=O)[nH]c1=O
→ -4	1.1	1	1.1	-21	0	-7	-4	1.2	1.1
COc1ccc(C2CCCN2C(=S)Nc2c(C)cccc2C)cc1OC (centres undefined)
→ -6	1	1	1	-19	15	3	-4	1.2	0.9
Cc1cc(C(=O)CN2C(=O)NC(C)(CC(C)C)C2=O)c(C)n1-c1ccc2c(c1)OCO2 (centres undefined)
→ -11	0.9	1	0.8	34	-1	21	-4	0.7	0.9
O=C(CC1C(=O)NCCN1Cc1ccc(-c2ccccc2)cc1)NCCc1ccccn1 (centres undefined)
→ -9	1.1	1	1	-20	1	-1	-4	1.2	0.8
CC(=O)Nc1ccc(C2=NN(c3ccccc3)C(c3cccs3)C2)cc1 (centres undefined)
→ -45	1.2	1.2	0.9	-29	66*	12	-21	1.3	1.1
Cc1nn(C)c(C)c1NC(=O)CSc1nc(C2CC2)nc2c1cnn2-c1ccccc1
→ -11	1	1.1	1	-3	1	4	-6	1	1
CN(C)c1ccc(/C=C/C=C2/SC(=S)N(c3ccccc3)C2=O)cc1
→ 55*	0.8	0.5	0.8	.	18	24	54*	0.3	0.7
Cc1ccc(S(=O)(=O)CC(=O)Nc2c(C)n(C)n(-c3ccccc3)c2=O)cc1
→ -10	1.1	1	1	-1	3	0	-2	1	1.1
Cc1ccc(C)c(N/C(N)=N/c2nc(C)cc(C)n2)c1
→ -30	0.9	1.1	1	-72	33	4	-9	1.7	0.9
COc1ccc(OCCCC(=O)NC(C)c2ccccc2)cc1 (centres undefined)
→ -16	1	1	1	2	1	5	-1	1	1
COc1ccccc1-n1cnnc1SCC(=O)c1cc(C)n(Cc2cccs2)c1C
→ -8	0.9	1.1	0.8	-6	-1	23	-6	1.1	0.8
COc1ccccc1-c1cc(C(=O)NCc2ccco2)no1
→ -1	1.1	1	0.9	18	-2	10	-5	0.8	1.1
COc1ccc(NC(=O)CN(c2cccc(C(F)(F)F)c2)S(C)(=O)=O)cc1OC
→ -10	0.9	1.1	0.9	-2	6	15	-6	1	0.9
CCc1cccc(NC(=O)CSC2=NS(=O)(=O)c3ccccc32)c1
→ -25	0.9	1	0.8	10	2	16	2	0.9	1
CCOC(=O)Cc1csc(/N=C/c2c(O)n(-c3ccccc3C(F)(F)F)c(=O)c3ccccc23)n1
→ 11	0.8	0.8	0.7	.	7	31	23	0.2	0.8
Cc1cc(F)ccc1S(=O)(=O)Nc1ccccc1C(=O)Nc1ccccc1-c1nc2ccccc2[nH]1
→ -22	0.9	1	0.9	14	42	14	-2	0.9	0.9
COc1ccccc1OCCOCCn1cnc2ccccc2c1=O
→ -6	1	1	1	-1	16	-4	-5	1	1
Fc1ccccc1NC(=S)N(CCN1CCCCCC1)Cc1cccs1
→ -16	1.1	1.1	1.1	.	45	-10	-8	0.4	1.1

# An unsorted share of the library. About 10% of those tested had a hit in this group.
